# Screens (PubChem BioAssay)
# MrgX1 PAM = human MrgX1 positive allosteric modulation, primary screen. Q96LB2. MrgX1-HEK293, Fluo-4 calcium flux, FDSS; stronger effect = higher value. B-score at 10 µM. actives 0.63% (n = 310,000). AID 588675;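 active = plate-corrected calcium response at least 3 library SD above typical, normal starting fluorescence, not activating the receptor alone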;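 note: compound read alongside a low EC10 to EC30 dose of BAM8-22 agonist; peak minus trough fluorescence over baseline measured at the second addition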
# Target sequence (Q96LB2 whole entry, looked up): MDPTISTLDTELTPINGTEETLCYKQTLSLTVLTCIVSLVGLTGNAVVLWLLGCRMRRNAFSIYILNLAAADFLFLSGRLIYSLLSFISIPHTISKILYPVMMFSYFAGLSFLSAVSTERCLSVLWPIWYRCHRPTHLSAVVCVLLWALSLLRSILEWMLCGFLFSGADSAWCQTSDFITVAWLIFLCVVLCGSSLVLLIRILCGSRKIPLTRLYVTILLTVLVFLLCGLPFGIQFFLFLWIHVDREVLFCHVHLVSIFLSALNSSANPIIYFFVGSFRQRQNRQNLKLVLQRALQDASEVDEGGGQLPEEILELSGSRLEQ
# AI-2 QS modul = modulators of Vibrio harveyi AI-2 quorum sensing system; Vibrio harveyi JMH597 AI-2 luminescence/OD600 ratio, 9 h; stronger effect = lower value; strain lacks LuxN and CqsS sensors; 0 = neutral-control median; activity change, % at 7.5 µM; actives 0.4% (n = 300,000); AID 2094; in the data active = activity change below about -75%, passing the limit was not always enough;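 note: luminescence divided by OD600 gain over 9 h not by final OD600 alone; inactives centre near 13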
# PolyA inh = inhibitors of polyadenylation in S. cerevisiae. calls only at 12 µM. S. cerevisiae SKY197-pL101 polyadenylation reporter, beta-gal luminescence; efflux-impaired pdr1/pdr3 knockout yeast; score 100 = 6 SD above DMSO. actives 0.02% (n = 300,000);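 active = lowest replicate activity score at least 50, where 100 means six control SD above control mean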;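 note: yeast exposed to compound for 9 h at 30 °C; higher score means more reporter readthrough which indicates perturbed polyadenylation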
# TRPC4 block = inhibitors of mouse TRPC4 channel; Q9QUQ5; HEK293 TRPC4beta/mu-opioid, DAMGO-evoked Fluo4 calcium flux; stronger effect = lower value; B-score at 10 µM; actives 0.39% (n = 300,000);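 active = B-score over 3 SD under the library average, no early fluorescence shift, positive overall ratio signal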
#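 Material: HEK293 cells with stable TRPC4beta plus mu-opioid receptor expression / Probe or stimulus: DAMGO in two steps, submaximal then maximal / Compound: single concentration per test compound / Technique: kinetic Fluo4 fluorescence imaging of calcium influx / Read-out: per-well B score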
# TRPC4 PAM = allosteric potentiators of mouse TRPC4 channel. Q9QUQ5. HEK293 TRPC4beta/mu-opioid, DAMGO EC20, Fluo-4 Ca2+ flux; stronger effect = higher value. B-score at 10 µM. actives 0.42% (n = 310,000). AID 2227;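 active = B-score of calcium response area above 5 SD of library B-scores, with initial fluorescence ratio within 5 SD of library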;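 note: B-score of integrated fluorescence ratio over time as area under calcium response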
# HIF activator = HIF pathway transcriptional activation; U2OS HRE-luciferase reporter, luminescence; normalized: DMSO 0%, desferrioxamine 100%; activation, % at 7.5 µM (by protocol); actives 0.32% (n = 300,000); AID 1910;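 active = mean activation of at least 10% of the iron chelator positive control signal, with at least half of replicates also reaching 10%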
# MrgX1 agonist = agonists of human MrgX1 receptor. Q96LB2. MrgX1-HEK293 cells, Fluo-4 calcium fluorescence, agonist mode; stronger effect = higher value. B-score at 10 µM. actives 0.44% (n = 310,000);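 active = calcium response B-score plate-corrected fluorescence ratio at least 3 library SD, with starting fluorescence B-score inside 5 SD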
#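 Material: HEK293 cells stably expressing human MrgX1 receptor | Quantity: 15,000 cells per well | Times: Cells plated overnight, dye loaded 0.5 h 37 °C, 0.5 h room temperature | Measured by: Kinetic Fluo-4 NW fluorescence of intracellular calcium | Control set: Positive and negative controls per plate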
# TRPC6 act = activators of mouse TRPC6 channel | Q61143 | HEK293-TRPC6 membrane potential dye fluorescence; stronger effect = higher value | B-score at 10 µM | actives 0.13% (n = 310,000);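 active = B-score of the integrated fluorescence ratio above library mean plus 3 SD, and starting fluorescence ratio within library mean plus 5 SD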;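 note: higher score means more depolarization so channel activation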
# TRPC4 agonist = TRPC4 (mouse) channel activation | B-score at 10 µM | actives 0.49% (n = 310,000) | Q9QUQ5 | AID 2237 | HEK293 TRPC4beta/mu-opioid, Fluo4 calcium fluorescence; stronger effect = higher value;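 active = B-score above 5 SD of library B-scores, and initial fluorescence ratio not above library mean plus 5 SD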;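 note: positive B-score marks a calcium rise read as TRPC4 activation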
#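 System – HEK293 cells stably co-expressing mouse TRPC4beta and mu-opioid receptor · Signal – Fluo4 calcium-sensitive dye fluorescence, kinetic, 1 Hz baseline · Benchmarks – buffer (low) and maximal DAMGO (high) · Read-out – B score of integrated fluorescence ratio per well · Incubation – dye loading 45 min room temperature, 110 s kinetic read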
# TRPC6 inhibitor = inhibitors of mouse TRPC6 channel; B-score at 10 µM; HEK293-TRPC6, membrane potential dye, ACh-evoked depolarization; stronger effect = lower value; actives 1.1% (n = 310,000); Q61143;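 active = B-score under library mean minus 3 SD, initial fluorescence not abnormally high, positive integrated signal ratio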;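 note: B-score derived from integrated fluorescence ratio over the kinetic read; more negative B-score means stronger inhibition of depolarization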
# MrgX1 antag = human MrgX1 receptor antagonism, primary screen; B-score at 10 µM; actives 1.3% (n = 310,000); MRGX1-HEK293 calcium flux, Fluo-4, BAM8-22 antagonism; stronger effect = lower value; AID 588676;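 active = calcium-response B-score plate-corrected more than 3 library SD below zero, starting fluorescence within 5 deviations, no agonist response on first addition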;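 note: peak minus trough fluorescence over baseline after final BAM8-22 challenge near maximal dose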
# * = called active by the depositor; i = inactive; · = not tested or not shown.
# Values run as follows: MrgX1 PAM, AI-2 QS modul, PolyA inh, TRPC4 block, TRPC4 PAM, HIF activator, MrgX1 agonist, TRPC6 act, TRPC4 agonist, TRPC6 inhibitor, MrgX1 antag
(1) Cc1ccccc1N1CCN(CC(=O)NCc2ccc(Cl)cc2)CC1
    i, 8, i, i, i, -2.6, i, i, i, i, i
(2) Brc1ccc(-c2csc(N3CCCCCC3)n2)cc1
    i, 11, i, i, i, -1.9, i, i, i, i, i
(3) NC(=O)c1ccc(/C=N/O)nc1
    i, 17, i, i, i, 1.0, i, i, i, i, i
(4) CCCc1nnc(NC(=O)CCC(=O)NCc2ccc(Cl)cc2Cl)s1
    i, 40, i, i, i, 0.2, i, i, i, i, i
(5) CC(=O)N1CCOc2ccc(S(=O)(=O)N3CCC(C(=O)NCc4ccc(F)cc4)CC3)cc21
    i, 13, i, i, i, 0.0, i, i, i, i, i
(6) CCOC(=O)C(C)Sc1nc2c(c(=O)[nH]c(=O)n2C)n1CCc1ccccc1 (stereo unspecified)
    i, 10, ·, i, i, ·, i, i, i, i, i
(7) CCSc1nnc(NC(=O)CSc2nc3c(c(=O)n2C)SC(C)C3)s1 (stereo unspecified)
    i, 9, i, i, i, -2.2, i, i, i, i, i
(8) CC(=O)N/C(=C/c1ccc2c(c1)OCO2)C(=O)N1CCOCC1
    i, 23, i, i, i, -0.9, i, i, i, i, i
(9) Cc1ccc(SCc2nc3ccccc3n2CC(=O)Nc2ccc(Cl)cc2)cc1
    i, 12, i, i, i, -0.3, i, i, i, i, i
(10) CC(=O)c1cccc(NC(=O)Nc2csc3c2CCCC3)c1
    i, 6, i, ·, i, 0.1, i, i, i, i, i

# Next part, overlapping the part above by two compounds.
# Values run as follows: MrgX1 PAM, AI-2 QS modul, PolyA inh, TRPC4 block, TRPC4 PAM, HIF activator, MrgX1 agonist, TRPC6 act, TRPC4 agonist, TRPC6 inhibitor, MrgX1 antag
(9) Cc1ccc(SCc2nc3ccccc3n2CC(=O)Nc2ccc(Cl)cc2)cc1
    i, 12, i, i, i, -0.3, i, i, i, i, i
(10) CC(=O)c1cccc(NC(=O)Nc2csc3c2CCCC3)c1
    i, 6, i, ·, i, 0.1, i, i, i, i, i
(11) Cc1cc(C)c(N=Cc2c(O)n(-c3nccs3)c(=O)c3ccccc23)c(C)c1
    i, 14, i, i, i, 1.8, i, i, i, i, i
(12) Clc1ccc(OCCCn2ccnc2)c(Br)c1
    i, 21, ·, i, i, 0.7, i, i, i, i, i
(13) CCCOc1ccc(C(=O)NCC(c2ccco2)N(C)C)cc1 (stereo unspecified)
    i, 8, i, i, i, 0.2, i, i, i, i, i
(14) CCN(CC)CCNC(=O)CSc1c2c(nc3cc(Cl)ccc13)CCCC2
    i, 15, i, i, i, 1.5, i, i, i, i, i
(15) COCCN1Cc2cccc(C(=O)NCCc3ccccc3)c2C1=O
    i, 15, i, i, i, 0.7, i, i, i, i, i
(16) COc1cc(O)c(C(CC(=O)N2CCCC2)c2ccc(N(C)C)cc2)c(OC)c1 (stereo unspecified)
    i, 27, i, i, i, 1.4, i, i, i, i, i
(17) Cc1ccc(NC(=S)N2CCC(N(C)CC3CCCO3)CC2)cc1 (stereo unspecified)
    i, 7, i, i, i, -0.3, i, i, i, i, i
(18) Cc1nn(C)c(C)c1S(=O)(=O)N1CCC(CO)(Cc2ccc(Cl)cc2)CC1
    i, 19, i, i, i, -0.4, i, i, i, i, i
(19) CCOc1cc(N2CCOCC2)c(OCC)cc1NC(=O)c1ccc(NC(C)=O)cc1
    i, 17, i, i, i, 0.8, i, i, i, i, i
(20) CCC(=O)NC(=S)Nc1ccc(S(=O)(=O)NC(C)C)cc1
    i, 11, i, i, i, -0.2, i, i, i, i, i
(21) COc1ccc(C2NC(=O)NC(C)=C2C(=O)OCc2ccccc2)cc1 (stereo unspecified)
    i, 36, i, i, i, 1.0, i, i, i, i, i
(22) O=C1C(Cc2ccccc2)Nc2ncnc(N3CCc4ccccc4C3)c2N1Cc1ccc(Br)cc1 (stereo unspecified)
    i, 4, i, i, i, 0.0, i, i, i, i, i
(23) O=C(Cn1cnc2c(cnn2-c2ccc(F)cc2)c1=O)NCc1ccco1
    i, 25, i, i, i, 3.6, i, i, i, i, i
(24) O=C(Nc1ccc(O)c2c(=O)cc(-c3ccccc3Cl)oc12)c1ccccc1Cl
    i, 17, i, i, i, 0.3, i, i, i, i, i
(25) CC(C)Nc1nc(NC(C)(C)C)nc(Oc2ccc(=O)n(-c3ccccc3)n2)n1
    i, 16, i, i, i, -0.1, i, i, i, i, i
(26) O=C(CNC(c1ccccc1)c1ccccc1)NCc1ccccc1Cl
    i, 5, i, i, i, 2.2, i, i, i, i, i
(27) COc1cccc(C(=O)CN2CCC(NC(=O)NC3CCCCC3)CC2)c1
    ·, 19, i, i, i, 0.0, ·, i, i, i, ·
(28) CC(C)(C)c1ccc(C(=O)NC2CCS(=O)(=O)C2)cc1 (stereo unspecified)
    i, 22, i, i, i, 0.4, i, i, i, i, i
(29) CC1CN(S(=O)(=O)c2ccc(C(=O)Nc3nnc(-c4ccccn4)o3)cc2)CC(C)O1 (stereo unspecified)
    i, 19, i, i, i, -0.1, i, i, i, i, i
(30) CNC(=O)CSc1nnc(SCCC(=O)O)s1
    i, 10, i, i, i, 0.0, i, i, i, i, i
(31) Cc1nn(-c2ccccc2)c2[nH]c(=O)c(CNc3ccc(N4CCOCC4)cc3)cc12
    i, 1, i, i, i, -12, i, i, i, i, i
(32) Cc1ccc(Oc2cnn(-c3ccccc3)c(=O)c2Br)cc1
    i, -96*, i, i, i, 0.2, i, i, i, i, i
(33) CC(NC(=O)C(C)N1C(=O)C2C3CC(C(Br)C3Br)C2C1=O)c1ccccc1 (stereo unspecified)
    i, -16, i, i, i, -0.2, i, i, i, i, i
(34) CCOC(=O)c1nc2ccccc2s1
    i, 22, i, i, i, 1.6, i, i, i, i, i
(35) CCC(C)(C)n1nnnc1C(c1ccc2ncccc2c1)N1CCCCCC1 (stereo unspecified)
    i, 7, i, i, i, 2.6, i, i, i, -5.1*, i
(36) CCOC(=O)c1c(C)[nH]c(C(=O)COC(=O)CNC(=O)c2ccc(Br)cc2)c1C
    i, -2, i, i, i, 0.3, i, i, i, i, i
(37) CCOc1ccc2nc(N(CCCN(C)C)C(=O)c3ccc(S(=O)(=O)N4CCCC4)cc3)sc2c1
    i, 0, i, i, i, -2.1, i, i, i, i, i
(38) CCCSc1nc(N)cc(=O)[nH]1
    i, 31, i, i, i, -0.2, i, i, i, i, i
(39) Cc1cc(NC(=O)CSc2nc3c(C)cccc3cc2C#N)no1
    i, 3, i, i, i, 2.8, i, i, i, i, i
(40) Cc1ccc(-c2nnc3ccc(SC(C)C(=O)O)nn23)cc1 (stereo unspecified)
    i, 9, i, i, i, 0.0, i, i, i, i, i
(41) O=[N+]([O-])c1cccc(-c2ccc(/C=N/NC(=S)Nc3ccccc3)o2)c1
    i, 28, i, i, i, 0.8, i, i, i, i, i
(42) CC1CCc2c(sc3nc(CSc4ncn[nH]4)[nH]c(=O)c23)C1 (stereo unspecified)
    i, 24, i, i, i, -2.3, i, i, i, i, i
(43) COc1ccccc1CCC(=O)Nc1ccc2c(c1)CN(CCCn1cccn1)CC2
    i, 13, i, i, i, -0.5, i, i, i, i, i
(44) Cc1ccc(/C=C/C(=O)Nc2cccc3ncccc23)o1
    i, 6, i, i, i, -0.1, i, i, i, i, i
(45) CCn1c(=O)c2cc(C(=O)Nc3cccc(C(C)=O)c3)sc2c2ccccc21
    i, 12, i, i, i, -1.3, i, i, i, i, i
(46) CC(OC(=O)C1CCC(=O)N1)C(=O)Nc1cc(Cl)cc(Cl)c1 (stereo unspecified)
    i, 14, i, i, i, -0.3, i, i, i, i, i
(47) CC(C)(C)c1ccc(C(=O)Nc2ccc(F)cc2)s1
    i, 5, i, i, i, 1.3, i, i, i, i, i
(48) COc1cccc(NC(=O)c2sc(Cl)nc2C)c1
    i, 5, i, i, i, 1.8, i, i, i, i, i
(49) CC(NS(=O)(=O)c1ccccc1)C(=O)Nc1ccc2c(c1)OCCO2 (stereo unspecified)
    i, 19, i, i, i, -0.8, i, i, i, i, i
(50) Cc1cccc(N2CCN(c3nnnn3-c3ccccc3)CC2C)c1 (stereo unspecified)
    i, 7, i, i, i, 1.3, i, i, i, i, i
(51) CCOc1ccc(NC(=O)CCCCCN2C(=O)[C@@H]3Cc4ccccc4CN3C2=O)cc1
    i, 5, i, i, i, -0.3, i, i, i, i, i
(52) O=C(NCCC1=CCCCC1)C1CCN(C(=O)Cc2ccccc2)CC1
    i, 4, i, i, i, -0.1, i, i, i, i, i
(53) O=S(=O)(c1ccc(Br)cc1)N1CCCC1c1nc2ccccc2s1 (stereo unspecified)
    i, 12, i, i, i, 0.1, i, i, i, i, i
(54) CN(/N=C/c1cc(Cl)ccc1O)C1=NS(=O)(=O)c2ccccc21
    i, 12, i, i, i, -7.9, i, i, i, i, i
(55) Cc1cccc(N2CCN(C(=O)c3ccc(Cl)c(S(=O)(=O)NCc4ccco4)c3)CC2)c1C
    i, 36, i, i, i, 0.6, i, i, i, i, i
(56) CCC(NC(=O)Nc1nccs1)(C(F)(F)F)C(F)(F)F
    i, 11, i, i, i, 0.2, i, i, i, i, i
(57) O=[N+]([O-])c1cccc(-c2ccc(CN3CCN(c4ccccc4)CC3)o2)c1
    i, 41, i, i, i, 0.0, i, i, i, i, i
(58) CCOC(=O)N1CCN(Cc2cn[nH]c2-c2ccc(-c3ccccc3)cc2)CC1
    i, 16, i, i, i, 0.6, i, i, i, i, i
(59) CN(CC(=O)Nc1ccccc1Br)C(=O)c1cccc(S(=O)(=O)NCc2ccccc2)c1
    i, 23, i, i, i, -1.2, i, i, i, i, i
(60) Cc1ccc(CN(CC(=O)NC2CCCCC2)C(=O)c2csnn2)cc1
    i, 19, i, i, i, -0.2, i, i, i, i, i
(61) CCNC(=O)NS(=O)(=O)c1cnccc1Nc1cccc(Cl)c1
    i, 6, i, i, i, 0.1, i, i, i, i, i
(62) COC(=O)c1cnc(N2CCCN(S(=O)(=O)c3ccccc3)CC2)nc1C(F)(F)F
    i, 3, i, i, i, -1.2, i, i, i, i, i

# The list is partial. The share of hits here may be higher or lower than overall.
